# ROC1-CUL1 inh – blocks human RBX1-Cullin-1 di-ubiquitin formation; P62877+Q13616; in vitro K48 di-Ub FRET, acceptor:donor ratio, 45 min; inhibition, % at 10 µM; actives 0.6% (n = 140,000); AID 1347404; in the data active = inhibition above about 25%
# Target sequence (P62877 whole entry, looked up): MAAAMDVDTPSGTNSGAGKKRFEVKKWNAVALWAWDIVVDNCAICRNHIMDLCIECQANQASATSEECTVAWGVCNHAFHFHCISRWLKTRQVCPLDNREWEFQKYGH
# Target sequence (Q13616 whole entry, looked up): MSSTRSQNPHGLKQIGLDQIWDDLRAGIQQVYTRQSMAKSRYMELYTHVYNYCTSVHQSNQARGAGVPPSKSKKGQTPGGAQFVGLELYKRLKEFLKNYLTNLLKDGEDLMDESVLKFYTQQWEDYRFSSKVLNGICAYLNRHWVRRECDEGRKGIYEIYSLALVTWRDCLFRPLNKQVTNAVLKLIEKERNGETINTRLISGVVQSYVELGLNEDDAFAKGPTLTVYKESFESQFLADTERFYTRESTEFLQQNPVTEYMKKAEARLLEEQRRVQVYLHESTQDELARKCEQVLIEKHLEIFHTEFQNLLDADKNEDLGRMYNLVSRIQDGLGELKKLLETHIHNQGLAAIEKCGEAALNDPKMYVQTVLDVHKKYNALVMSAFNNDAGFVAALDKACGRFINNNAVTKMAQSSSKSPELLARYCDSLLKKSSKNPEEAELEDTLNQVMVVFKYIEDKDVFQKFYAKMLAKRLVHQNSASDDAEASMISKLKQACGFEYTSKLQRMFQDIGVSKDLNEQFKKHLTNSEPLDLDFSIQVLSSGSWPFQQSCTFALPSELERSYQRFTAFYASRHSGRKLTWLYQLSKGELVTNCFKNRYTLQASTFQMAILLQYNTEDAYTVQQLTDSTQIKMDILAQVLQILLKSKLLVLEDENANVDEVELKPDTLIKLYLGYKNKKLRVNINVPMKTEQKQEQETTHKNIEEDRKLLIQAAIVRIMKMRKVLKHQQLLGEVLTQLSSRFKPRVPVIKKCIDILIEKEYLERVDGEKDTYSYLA
# An asterisk follows results filed as active.
SMILES,ROC1-CUL1 inh
CC1(C(=O)N2CCc3[nH]nc(CCc4ccccc4)c3C2)CCCCO1 (stereo unspecified),-5
CN(C)CCCNc1oc(-c2cccs2)nc1S(=O)(=O)c1ccc(Cl)cc1,1
COC(=O)c1ccccc1NC(=O)c1cc2c(s1)-c1ccccc1OC2,-7
Cc1sc(C)c(-c2c(C)sc(C)c2I)c1I,6
COC(OC)C12c3ccccc3C(c3ccccc31)C1C(=O)N(c3ccc(C(C)=O)cc3)C(=O)C12 (stereo unspecified),-7
CCCSc1oc(-c2cccs2)nc1S(=O)(=O)c1ccc(Cl)cc1,-3
O=C(NCCCN1CCN(c2cccc(Cl)c2)CC1)c1sc2ncccc2c1-n1cccc1,-1
COC(=O)c1c(NC(=O)CS(=O)(=O)c2ccc(C)cc2)sc2c1CCCCC2,-9
O=C(Nn1cnnc1)c1cccnc1,7
COc1cc(NC(=O)CSc2nnc(C)n3c2cc2oc(C)cc23)cc(OC)c1,5
COc1ccc(OCc2nnc(SCC(=O)Nc3ccccc3[N+](=O)[O-])n2C)cc1,3
COC(=O)CCC(=O)N1CCc2onc(-c3ccccc3F)c2C1,6
O=C(Cn1nnc2sc3c(c2c1=O)CCCC3)Nc1ccc(F)c(Cl)c1,-3
N#CC1(O)C(C2COC3(CCCCC3)O2)OC2OC3(CCCCC3)OC21 (stereo unspecified),-1
CCOC(=O)c1cc(C)c(C(=O)OCC)nc1C,-6
COc1cc(NC(=O)c2cccc(Cl)c2Cl)ccc1NC(=O)c1cc2ccccc2o1,9
CCOc1ccc(N2C(=O)C3ON(c4ccccc4)C(c4ccc(F)cc4)C3C2=O)cc1 (stereo unspecified),4
O=C(N/N=C/c1ccc(Br)cc1)c1cc(-c2ccccc2)n[nH]1,-14
CCOC(=O)C1(Cc2cccc(OC)c2)CCN(C(C)CSC)CC1 (stereo unspecified),2
Cc1ccc(C2=NN(CC#N)C(=O)SC2)cc1,-6
COc1cc(NC(=O)c2ccccc2)c(OC)cc1NC(=O)CS(=O)(=O)Cc1ccccc1,11
CCc1ccc2[nH]c3nc(N/N=C/c4ccc(N(CC)CC)cc4OC)nnc3c2c1,8
O=C1C(=O)N(c2nnc(SCc3ccccc3F)s2)C(c2ccc(Cl)cc2)C1C(=O)c1cc2ccccc2o1 (stereo unspecified),-2
O=C(CCc1ccccc1)Nc1cccnc1,-5
O=C(CC(NCc1cccnc1)C(=O)O)Nc1ccc(F)cc1 (stereo unspecified),6
CN(Cc1ccoc1)C(=O)Nc1nnc(C(F)(F)F)s1,12
NC(=O)c1cc(Br)c2ccccc2n1,-3
C=CCSc1nc2sc3c(c2c(=O)[nH]1)CC(C)(C)OC3,-2
c1ccc2c(c1)CCC2NCc1cn[nH]c1-c1cc2ccccc2o1 (stereo unspecified),6
Cc1oc2c(C)c3oc(=O)c(CCC(=O)N4CCCCC4)c(C)c3cc2c1C,8
O=S(=O)(Nc1ccc2c(c1)CCC2)c1ccc(Br)cc1,-1
COC(=O)c1sccc1S(=O)(=O)N(CC(=O)Nc1cccc(C)c1C)c1ccc(C)c(C)c1,-3
CCOC(=O)C1=NC(=O)NC(c2ccccc2F)C1C (stereo unspecified),-3
O=c1c(SCc2ccccc2)c(N2CCOCC2)cnn1-c1ccccc1,-8
CC(/C=C/c1ccccc1)=N\NC(=O)c1ccncc1,6
C1CCC(Nc2nc3nonc3nc2N2CCN3CCCC3C2)C1 (stereo unspecified),5
Cc1cc(C)cc(NC(=O)CN2C(=O)c3ccccc3Sc3ncccc32)c1,-4
Cc1ccnc(NS(=O)(=O)c2ccc(NC(=O)C3C4C=CC(C4)C3C(=O)O)cc2)n1 (stereo unspecified),-2
CCN1CCN(c2cc3c(cc2F)c(=O)c(S(=O)(=O)c2cc(C)cc(C)c2)cn3CC)CC1,1
C=CCC(=O)N1CCCC(C(=O)Nc2ccc(-c3cccc(OC)c3)cc2)C1 (stereo unspecified),3
Cc1ccc(CNC(=O)c2ccc3c(=O)n(-c4ccccc4)c(=O)[nH]c3c2)cc1,-3
CCOC(=O)C1(CCOc2ccccc2)CCCN(C(=O)CCN2CCCO2)C1 (stereo unspecified),7
COc1cc(CNCCSc2nnnn2C)ccc1OCc1ccc(Cl)cc1Cl,-12
O=C(NCCc1ccccc1)c1ccc2c(c1)N(Cc1ccc(F)cc1)C(=O)c1ccccc1S2,-15
CSCC(=O)NC1CCCN(C2Cc3ccccc3C2)C1 (stereo unspecified),8
COc1cc(C2NC(=O)N=C(C)C2C(=O)Nc2cccc(C)c2C)cc(OC)c1OC (stereo unspecified),8
CSc1nc(-c2ccccc2)nn1C(=O)CCc1ccccc1,-5
CCOc1ccc(C(=O)c2cn(CC(=O)Nc3ccc4c(c3)OCO4)c3ccc(OCC)cc3c2=O)cc1,-8
O=C(Nc1ccnn1C1CCN(Cc2ccncc2)CC1)C1CCCC1,0
CCCN1CCC(NC(=O)c2cccc(OCC(C)C)c2)CC1,4
CCc1noc(C)c1C(=O)NCCCc1ccccc1,3
CC(C)(C)c1nnc(NC(=O)c2ccc(F)cc2)s1,3
COc1cccc(CNC(=O)c2nn(-c3ccc(C)cc3)c(=O)c3c2c2ccccc2n3C)c1,-5
Cc1cc2nc(C)c(-c3ccccc3)c(N)n2n1,6
CCOc1ccc2c(c1)-c1c(ssc1=Nc1ccc(CC)cc1)C(C)(C)N2,-4
Cc1nc2ccc(S(=O)(=O)N(CC(=O)Nc3cccc(Cl)c3)Cc3ccccc3)cc2s1,4
Cc1cc(C)c2c(n1)sc1c(=O)n(-c3ccc(Cl)cc3)c(=O)[nH]c12,-1
Clc1ccccc1Nc1ncnc2ccccc12,9
Cc1ccn(CCC(=O)N2CCc3c(cnc(C)c3CNC(=O)/C=C/c3cccs3)C2)n1,-7
O=C(CCC1CCN(C(=O)C2CCCO2)CC1)Nc1ccc2c(c1)OCCO2 (stereo unspecified),8

# Nothing new here: an excerpt of the list.
SMILES,ROC1-CUL1 inh
C=CCC(=O)N1CCCC(C(=O)Nc2ccc(-c3cccc(OC)c3)cc2)C1 (stereo unspecified),3
Cc1ccc(CNC(=O)c2ccc3c(=O)n(-c4ccccc4)c(=O)[nH]c3c2)cc1,-3
CCOC(=O)C1(CCOc2ccccc2)CCCN(C(=O)CCN2CCCO2)C1 (stereo unspecified),7
COc1cc(CNCCSc2nnnn2C)ccc1OCc1ccc(Cl)cc1Cl,-12
O=C(NCCc1ccccc1)c1ccc2c(c1)N(Cc1ccc(F)cc1)C(=O)c1ccccc1S2,-15
CSCC(=O)NC1CCCN(C2Cc3ccccc3C2)C1 (stereo unspecified),8
COc1cc(C2NC(=O)N=C(C)C2C(=O)Nc2cccc(C)c2C)cc(OC)c1OC (stereo unspecified),8
CSc1nc(-c2ccccc2)nn1C(=O)CCc1ccccc1,-5
CCOc1ccc(C(=O)c2cn(CC(=O)Nc3ccc4c(c3)OCO4)c3ccc(OCC)cc3c2=O)cc1,-8
O=C(Nc1ccnn1C1CCN(Cc2ccncc2)CC1)C1CCCC1,0
CCCN1CCC(NC(=O)c2cccc(OCC(C)C)c2)CC1,4
CCc1noc(C)c1C(=O)NCCCc1ccccc1,3
CC(C)(C)c1nnc(NC(=O)c2ccc(F)cc2)s1,3
COc1cccc(CNC(=O)c2nn(-c3ccc(C)cc3)c(=O)c3c2c2ccccc2n3C)c1,-5
Cc1cc2nc(C)c(-c3ccccc3)c(N)n2n1,6
CCOc1ccc2c(c1)-c1c(ssc1=Nc1ccc(CC)cc1)C(C)(C)N2,-4
Cc1nc2ccc(S(=O)(=O)N(CC(=O)Nc3cccc(Cl)c3)Cc3ccccc3)cc2s1,4
Cc1cc(C)c2c(n1)sc1c(=O)n(-c3ccc(Cl)cc3)c(=O)[nH]c12,-1
Clc1ccccc1Nc1ncnc2ccccc12,9

# Additional entries follow.
SMILES,ROC1-CUL1 inh
N#Cc1cc(Oc2ccc(-c3cnc4ccccc4n3)cc2)c(N2CCCCCC2)cc1C#N,2
C/C(Cl)=C/Cc1c(C)[nH]c2ccc(C)cc2c1=O,-14
CCc1cccc2c1N=CC2=Cc1sc(=Nc2ccc(C)cc2)n(C)c1O,1
CCOC(=O)N1CCc2c(sc(NCc3ccc(OCC)cc3)c2C(=O)Nc2ccc(OC)cc2OC)C1,2
COc1ccc(/C=C/C(=O)Nc2ccc(Cl)cc2Cl)cc1,4
O=C(NCc1cn[nH]c1-c1cccs1)Nc1nnc(C2CCC2)s1,-2
Cn1c(=NC(=O)c2cccs2)sc2cc([N+](=O)[O-])ccc21,4
Fc1ccc(F)c(CNC2CCCN(c3ncccn3)C2)c1F (stereo unspecified),-1
Cn1ncc(N2CCC(CNC(=O)NC3CCCC3)C2)cc1=O (stereo unspecified),-4
Cc1ccc(N(Cc2ccc(Br)cc2)C(=O)COc2ccc3ccccc3c2)cc1,3
CCOC(=O)c1ccc(NCN2C(=O)/C(=C\c3ccccc3O)SC2=S)cc1,-3
CCCCn1c(=O)c2c(nc3n2C(C)C(C)=NN3CCC)n(C)c1=O (stereo unspecified),7
COc1cc(OC)c(OC)cc1CNCCSc1nnnn1-c1ccccc1,-2
Cc1cc(C)nc(NC(=O)CSc2nnc3sc4ccccc4n23)n1,-7
O=C(O)c1cccc(Cn2cc(Cl)c([N+](=O)[O-])n2)c1,-8
O=C1N=C(Cc2ccc(OCc3ccc(I)cc3)cc2)C(=O)N1,-10
O=C1C(=Cc2ccc(O)c(Br)c2)C(=O)c2ccccc21,-5
COc1ccc(CNC(=O)CCC2(Cc3ccc(F)c(OC)c3)CCC(=O)N2)cc1 (stereo unspecified),-16
O=C1C2C(c3ccccc3)OC3(C(=O)c4ccccc4C3=O)C2C(=O)N1c1ccc(F)cc1 (stereo unspecified),-4
COc1ccccc1N1CCN(S(=O)(=O)c2c(C)sc3ncn(CC(=O)NCCN(C)C)c(=O)c23)CC1,-7
COc1ccc(O)cc1-c1nc2c([nH]1)c(-c1cccnc1)nn2C,-1
COc1ccc(N(Cc2cccs2)C(=O)c2ccco2)cc1,-2
CCOc1ccc(NC(=O)Cn2nc(-c3ccccc3Cl)n(CC)c2=S)cc1,0
CCOc1ccc(OCC)c(NC(=O)c2nnn(CC(=O)Nc3cc(Cl)ccc3OC)c2N)c1,-2
O=C(c1coc(COc2cccc3cccnc23)n1)N1CC[C@@H]2CCCC[C@H]2C1,57*
O=C1/C(=C/c2cccc3c2OCO3)C(=O)N(C2CCCCC2)C(=O)N1CCCCl,-3
COc1ccc(N=Cc2cc3c(cc2O)OC(=N)C(C#N)C3c2cccc(F)c2)cc1 (stereo unspecified),-3
Cc1coc2cc3oc(=O)c(CCC(=O)N4CCCCC4)c(C)c3cc12,-5
CCOC(=O)C1=C(C)OC(=N)C(C#N)C1c1cc2cccc(C)c2nc1Cl (stereo unspecified),4
Cc1ccc(Nc2c(-c3ccc(C)s3)nc3ccccn23)cc1,-5
Cc1nnc(N2CCN(C(=O)NC(C)C)CC2)c2nn(-c3ccccc3)c(C)c12,-4
COc1ccc(OC)c(NC(=O)c2c(NCc3ccc(C)o3)sc3c2CCCCC3)c1,30*
COc1ccc(CC2CN(c3ccccn3)CCO2)cc1 (stereo unspecified),-10
O=c1oc2c(Cl)cc(Cl)cc2cc1-c1nc(-c2cccs2)cs1,-5
C=CCOc1ccccc1CNn1nnnc1N,-14
Cc1cc(C)c2c(c1)C1(OCCO1)C(=O)N2CCC(C)C,7
Nc1nc(OCC(O)CO)c2n[nH]nc2n1 (stereo unspecified),-1
Cc1c(C(=O)N2CCCCC2)c(S(=O)(=O)NCc2ccc(N(C)C)cc2)c(C)n1C,-1
COc1ccc(Nc2cc(C)nc3c(C)c(C)cc(N)c23)cc1,0
CCCOC(=O)c1ccc(Br)c([N+](=O)[O-])c1,0
CCCCC(CC)C(=O)Nc1cc(C)ccn1 (stereo unspecified),8
CCC1CCCCN1S(=O)(=O)c1cc(OC)c(C)cc1OC (stereo unspecified),-1
O=C(CCSc1nnc(-c2ccco2)o1)N1CCCC1,8
COc1ccc(C(=O)CSc2nnnn2-c2cccc(C)c2)cc1,5
O=C(Oc1ccccc1Cl)c1cc(-c2ccc3c(c2)OCCO3)on1,4
Cc1cc(C)cc(NC(=O)c2cc(S(=O)(=O)N3CCC(C)CC3)cn2C)c1,1
Cc1c(C(=O)Nc2ccccc2)sc2nc(-c3cc4cc(Cl)ccc4oc3=O)[nH]c(=O)c12,-3
O=C(Nc1ccc2oc(-c3ccc(F)cc3)nc2c1)c1cccc(Cl)c1,-7
CCOc1cc(C2NC(=S)N=C(C)C2C(=O)OCc2ccccc2)ccc1O (stereo unspecified),1
Cc1c(NS(C)(=O)=O)cccc1C(=O)Nc1ccc(Cl)cc1,5
CC(C)N(C)c1ccc(C(=O)N2CCC(CN3CCCC3=O)CC2)cn1,1
O=c1ccc2cc(S(=O)(=O)Nc3ccc(F)c(Cl)c3)ccc2[nH]1,8
CCOc1ccc(C2C3=C(N=c4s/c(=C5\C(=O)Nc6ccccc65)c(=O)n42)c2ccccc2CC3)cc1 (stereo unspecified),-2
C#CCOc1cc(Br)c(C2NC(=S)N=C(c3ccccc3)C2C(=O)OCC)cc1OCC (stereo unspecified),-3
CN(C(=O)C1CCN(c2ncnc3c2nc2n3CCCCC2)CC1)c1ccccc1F,-8
Cc1cc(C)c2nc(NC(=O)c3ccc(S(=O)(=O)N4CCc5ccccc54)cc3)sc2c1,-4
COc1ccc(CC2CN(C(=O)CCc3scnc3C)CCO2)cc1 (stereo unspecified),-1
Cc1ccc(C(=O)C(C(=O)/C=C/c2cccc(O)c2)=C2SCCCCS2)cc1,2
Cc1ccn2c(-c3n[nH]c(=S)n3C)c(C)nc2c1,-3
Cc1ccccc1C(=O)Nc1nc(-c2ccc(Br)cc2)cs1,-9
# (listing goes on)
SMILES,ROC1-CUL1 inh
CN(c1nnc(NC(=O)Nc2ccc(Br)cc2)s1)C1CCCCC1,-1
O=C(CSc1ccc2nnc(-c3cccnc3)n2n1)NCc1scnc1-c1ccccc1,-1
O=c1/c(=C\c2ccc(O)cc2)sc2n1C(c1cccs1)C1=C(N=2)c2ccccc2CC1 (stereo unspecified),10
CC(C)(C)CC(=O)Nc1sc2c(c1C#N)CCCCC2,-11

# 3 compounds out of the list above, sorted by the number in ROC1-CUL1 inh, rising.
SMILES,ROC1-CUL1 inh
Cc1cc(C)cc(NC(=O)CN2C(=O)c3ccccc3Sc3ncccc32)c1,-4
O=C(CC(NCc1cccnc1)C(=O)O)Nc1ccc(F)cc1 (stereo unspecified),6
O=C(CCC1CCN(C(=O)C2CCCO2)CC1)Nc1ccc2c(c1)OCCO2 (stereo unspecified),8

# The list is partial; count on the stated rates, not on these rows.
